# High-throughput results (PubChem BioAssay)
# D2 potentiator: positive allosteric modulators of human D2 dopamine receptor; P14416; HEK293 T-REx D2, calcium flux, EC20 dopamine potentiation; potentiation, % at 10 µM; 340,000 tested, 0.34% active; AID 485347;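 active = potentiation over 3 SD above the plate norm, cut at about 30% in these data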; note: 0% is about no effect
#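 Potentiation of an EC20 dopamine calcium response measured kinetically over 180 s, after a preceding 180 s compound-only read flagging agonists. Cells: inducible Hek293 Trex D2 line, 4000/well, cultured overnight at 30 C before dye loading.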
# TRHR enhancer: TRH receptor (human) allosteric enhancement; TRHR cells, fluo-8 calcium fluorescence, EC20 TRH enhancement; 360,000 tested, 0.66% active; enhancement, % at 2 µM; AID 493056; in the data active = enhancement above about 30%; note: 0% is about no effect
#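 Enhancer read-out: after compound pinning and an initial kinetic agonist-mode read, an EC20 of TRH (10 nM final) was injected and fluo-8 calcium signal (Ex 480/Em 530) followed at 1 s/cycle for 100 cycles in TRHR-expressing cells.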
# D2 antagonist: D2 dopamine receptor (human) antagonism. P14416. HEK293 TREx D2 cells, calcium flux, dopamine EC80. inhibition, % at 10 µM. 340,000 tested, 2% active. AID 485344; in the data active = inhibition above about 30%; note: 0% is about no effect
#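 Calcium flux kinetic readout in an inducible HEK293 TREx D2 line plated overnight at 30 C. After 180 s compound exposure, an EC80 dopamine challenge follows with another 180 s kinetic read to detect antagonism.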
# D1 potentiator: potentiators of human D1 dopamine receptor. AID 504651. 360,000 tested, 0.036% active. P21728. HEK293 TREx D1 cells, calcium flux, dopamine EC20 potentiation. potentiation, % at 10 µM; in the data active = potentiation above about 30%; note: 0% is about no effect
# D2 ag: activates the human D2 dopamine receptor; HEK293 T-REx D2 cells, calcium flux agonist mode; 340,000 tested, 0.53% active; P14416; AID 485358; activation, % at 2 µM;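 active = activation over 3 SD above normal in the single-dose calcium agonist read, cut at about 30% in these data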; note: 0% is about no effect
#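 Tetracycline-induced HEK293 Trex cells with D2 receptor force-coupled to calcium signaling, plated overnight at 30 C and loaded with no-wash calcium dye. Calcium flux read kinetically for 180 s after compound addition; responses flag agonists.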
# D1 antagonist: antagonists of human D1 dopamine receptor; activity change, negative = inhibition, % at 10 µM; AID 504652; HEK293 TREx D1 cells, calcium flux, dopamine EC80; hits give low values; P21728; 360,000 tested, 3.2% active; in the data active = activity change below about -30%; note: % is set by controls: 0 for no effect and ±100 for the full control effect
#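 Cells carrying a force-coupled, tetracycline-inducible human D1 receptor report calcium flux. Each well gets a 10 s baseline, compound with 180 s monitoring, then an EC80 dopamine stimulus with a second 180 s kinetic read.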
# RXFP1 agonist: agonists of human relaxin receptor RXFP1 | HEK293T-RXFP1 cAMP TR-FRET, 30 min; response scale: percent of porcine relaxin response, buffer zero | Potency, µM (top dose mostly 57.5 µM), without a hit: at the top dose activation, usual class: activators | 370,000 tested, 0.3% active; active = well fitted activation curve with a large enough effect; note: potency is the fitted concentration of half-maximal effect; % is set by controls: 0 for no effect and ±100 for the full control effect; nearly all actives have a fitted effect of over 60% in size; many of its hits are not listed in these tables
# Target sequence (Q9HBX9 whole entry, looked up): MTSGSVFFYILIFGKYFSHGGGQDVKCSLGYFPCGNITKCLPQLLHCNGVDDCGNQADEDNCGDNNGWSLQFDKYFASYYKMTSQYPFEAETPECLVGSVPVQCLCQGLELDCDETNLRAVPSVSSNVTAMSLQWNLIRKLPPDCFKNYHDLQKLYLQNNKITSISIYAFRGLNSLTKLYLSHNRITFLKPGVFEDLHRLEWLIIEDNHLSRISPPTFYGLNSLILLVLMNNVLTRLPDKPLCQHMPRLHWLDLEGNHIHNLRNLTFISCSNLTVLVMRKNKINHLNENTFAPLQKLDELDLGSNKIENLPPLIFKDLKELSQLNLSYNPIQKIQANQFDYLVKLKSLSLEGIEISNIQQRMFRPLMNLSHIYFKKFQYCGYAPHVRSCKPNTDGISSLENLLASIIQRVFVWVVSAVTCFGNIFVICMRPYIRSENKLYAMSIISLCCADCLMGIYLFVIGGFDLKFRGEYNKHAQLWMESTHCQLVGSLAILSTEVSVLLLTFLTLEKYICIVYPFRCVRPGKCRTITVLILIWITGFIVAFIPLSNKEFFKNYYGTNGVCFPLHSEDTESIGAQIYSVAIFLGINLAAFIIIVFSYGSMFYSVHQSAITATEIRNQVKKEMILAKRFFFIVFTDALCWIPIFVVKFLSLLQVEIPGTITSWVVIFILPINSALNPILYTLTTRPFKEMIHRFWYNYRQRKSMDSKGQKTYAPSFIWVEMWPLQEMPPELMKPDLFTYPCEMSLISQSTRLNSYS
#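 HEK293 cells stably expressing RXFP1, treated 30 min at 37C with compounds plus PDE4 inhibitor Ro 20174; cAMP measured by HTRF TR-FRET. Normalized to buffer and 29 nM porcine relaxin; EC50 by Hill fit.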
# D1 agonist: human D1 receptor agonism; HEK293 T-REx D1 cells, calcium flux, agonist mode; P21728; 360,000 tested, 1% active; activation, % at 2 µM; in the data active = activation above about 30%; note: 0% is about no effect
#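 Inducible HEK293 T-REx D1 cells, force-coupled to calcium signalling, were plated at 4000 cells/well with tetracycline and held overnight at 30 C. After no-wash calcium dye loading, compound-evoked calcium rise over 180 s flagged agonists.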
# RXFP1 antagonist: antagonists of human relaxin receptor RXFP1 | Q9HBX9 | HEK293-RXFP1, relaxin-stimulated cAMP HTRF, 30 min; hits give low values | activity change, negative = inhibition, % at 57.5 µM | 350,000 tested, 0.59% active | AID 1259400;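 active = activity change of -60% or lower, but not beyond a set lower limit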; note: % is set by controls: 0 for no effect and ±100 for the full control effect
# Numbers without * were called inactive; . = no result given. These rows are one share of the data; rates above refer to the full screens.
SMILES,D2 potentiator,TRHR enhancer,D2 antagonist,D1 potentiator,D2 ag,D1 antagonist,RXFP1 agonist,D1 agonist,RXFP1 antagonist
CCc1ccc(NC(=O)C(=O)NCC2CCCN2S(=O)(=O)c2cccs2)cc1 (configuration not stated),-7,-1,-4,1,0.1,-17,0.8%,9,10
O=C(CN(C(=O)CCC(=O)Nc1nccs1)c1cccc(C(F)(F)F)c1)NCC1CCCO1 (configuration not stated),14,2,-3,-8,-0.1,-6,0.4%,2,-8
O=C1CCc2cc(S(=O)(=O)NCCC(=O)NC3CCCCC3)ccc2N1,-7,-4,2,-2,5.0,-9,1.5%,0,8
Cc1ccc(S(=O)(=O)Nc2nc3ccccc3nc2N2CCc3ccccc3C2)cc1,14,10,-16,1,0.2,1,-1.5%,5,1
CN(C1CCCC1)C1CCN(C(=O)CNC(=O)/C=C/c2cccc(C(F)(F)F)c2)CC1,.,2,13,-6,-0.2,-15,-1.6%,1,19
CCCCCCCCCCOC(=O)Cn1c(COc2cccc(OC)c2)[n+](C)c2ccccc21,-1,-6,-17,-9,0.4,-6,0.0%,116*,-11
COc1ccc(Cl)cc1NC(=O)Cn1nc(-c2ccc(C)cc2)n(C)c1=S,-24,6,11,-9,-1.1,-37*,28%,3,-19
Cc1sc2nc(CN3CCCC3)nc(NCc3ccncc3)c2c1C,1,5,12,2,-0.3,-11,5.9%,-3,-15
CCOc1ccc(OCCCCn2ccnc2)cc1,0,10,-11,4,-0.2,4,-2.5%,4,-5
Cc1cccc(-c2n[nH]c(=S)n2/N=C/c2ccc(C)o2)c1,-1,14,-3,-1,-1.7,5,5.5%,3,5
COc1ccc(C(C(=O)NC2CCCC2)N(CCCO)C(=O)Cn2nnc(-c3ccc(C)o3)n2)cc1 (configuration not stated),15,25,21,0,-0.1,-5,-0.5%,1,18
O=C(N/N=C/c1ccccc1Cl)c1cccc(F)c1,-15,3,-15,-3,-1.3,-4,-0.3%,0,6
COc1ccc(N(C(=O)CNC(=O)c2ccco2)C(C(=O)NCC2CCCO2)c2ccccc2)cc1Cl (configuration not stated),-3,-16,-26,-3,0.1,-4,-5.2%,3,2
Cc1ccc(CNS(=O)(=O)c2ccc(F)c(C(=O)Nc3ccc(C)c(F)c3)c2)cc1,-13,-3,.,-3,0.9,-10,4.9%,7,-24
Cn1cc(S(=O)(=O)CC(=O)N2CCc3ccccc32)c2ccccc21,17,5,28,.,0.1,-17,7.5%,1,10
CCOc1ccccc1Nc1cc2n(c(=O)n1)CCc1cc(OC)c(OC)cc1-2,10,15,-12,-11,-0.8,1,5.4%,1,21
CC(C)(CO)NCC(=O)Nc1cc(C(F)(F)F)cc(NC(=O)CNC(C)(C)CO)c1Cl,-5,3,-8,3,-0.4,6,0.2%,2,-4
Cc1c(NC(=O)C(C)SC(=S)N2CCCC2)c(=O)n(-c2ccccc2)n1C (configuration not stated),3,3,-10,0,0.0,38,0.2%,1,3
Cc1ccc(C(CC(=O)O)NC(=O)c2ccc(S(=O)(=O)N3CCCC3)cc2)cc1 (configuration not stated),6,6,8,-1,0.6,8,-1.4%,1,1
CN(CC(=O)Nc1ccc(N2CCOCC2)cc1)C(=O)CC(c1ccccc1)c1ccccc1,8,-1,3,6,-0.1,8,-0.6%,1,-20
COCCN1C(=O)C(=O)/C(=C(/O)c2ccc(S(=O)(=O)N3CCCCC3)cc2)C1c1ccc(OC)cc1 (configuration not stated),8,11,-3,0,-0.8,5,-1.4%,1,20
CC(C)(C)c1ccc(OC(=O)Nc2ccc(O)c(C(=O)O)c2)cc1,19,-11,23,-7,-0.4,9,1.7%,7,-3
CCOC(=O)C1=C(COC(=O)CCNS(=O)(=O)c2ccc(NC(C)=O)cc2)NC(=O)NC1C (configuration not stated),.,1,.,3,.,4,-0.8%,4,7
COC(=O)c1ccccc1N=C(SC)N(C)C,-16,-3,-12,2,-0.1,2,0.7%,0,1
CCSc1nc(C2CC2)cc(-c2cccs2)c1C#N,-1,-4,-8,0,0.6,-2,3.1%,7,6

# Single records, from the list above. Order of values: D2 potentiator, TRHR enhancer, D2 antagonist, D1 potentiator, D2 ag, D1 antagonist, RXFP1 agonist, D1 agonist, RXFP1 antagonist
# O=C(N/N=C/c1ccccc1Cl)c1cccc(F)c1 across the screens: -15, 3, -15, -3, -1.3, -4, -0.3%, 0, 6
# COc1ccc(N(C(=O)CNC(=O)c2ccco2)C(C(=O)NCC2CCCO2)c2ccccc2)cc1Cl (configuration not stated) across the screens: -3, -16, -26, -3, 0.1, -4, -5.2%, 3, 2
# Cc1ccc(CNS(=O)(=O)c2ccc(F)c(C(=O)Nc3ccc(C)c(F)c3)c2)cc1 across the screens: -13, -3, ., -3, 0.9, -10, 4.9%, 7, -24
# Cc1sc2nc(CN3CCCC3)nc(NCc3ccncc3)c2c1C across the screens: 1, 5, 12, 2, -0.3, -11, 5.9%, -3, -15
# COc1ccc(C(C(=O)NC2CCCC2)N(CCCO)C(=O)Cn2nnc(-c3ccc(C)o3)n2)cc1 (configuration not stated) across the screens: 15, 25, 21, 0, -0.1, -5, -0.5%, 1, 18

# (listing goes on)
SMILES,D2 potentiator,TRHR enhancer,D2 antagonist,D1 potentiator,D2 ag,D1 antagonist,RXFP1 agonist,D1 agonist,RXFP1 antagonist
CN1CCN(CC#CCn2c3ccccc3c3ccccc32)CC1,9,3,-5,-10,1.1,-27,0.7%,18,-18
O=C(c1ccc(F)cc1F)N1CCC(N2CCC(C(=O)N3CCOCC3)CC2)CC1,-2,0,14,0,0.5,5,1.7%,2,8
Oc1ccc(N=Nc2n[nH]c(-c3ccccc3)n2)cc1,-2,8,-8,1,-4.8,0,0.8%,0,.
Cc1cc(S(=O)(=O)N2CCCC(N(C)CCc3ccccn3)C2)c(C)s1 (configuration not stated),.,1,.,-2,.,2,1.6%,4,.
CC(NCC(O)COc1ccc(S(=O)(=O)N2CCOCC2)cc1)c1ccccc1 (configuration not stated),1,-7,-7,-11,0.2,0,1.0%,7,-12
FC(F)(F)c1cc(Cl)c2nnc(-c3cccnc3)n2c1,.,7,.,0,.,19,16%,1,5
N#Cc1ccc(C(=O)NCC(=O)OC(C(=O)Nc2cc(C(F)(F)F)ccc2Cl)c2ccccc2)cc1 (configuration not stated),.,-3,.,-2,.,14,.,8,.
Cc1cc(C)cc(-n2ccnc2SCC(=O)Nc2ccccc2F)c1,-5,-2,.,-6,-2.0,-22,3.8%,6,.
COC(=O)c1c(C)[nH]c(C(=O)C(C)OC(=O)C2=NNC(=O)CC2)c1C (configuration not stated),-15,-9,9,-5,-0.5,-12,0.0%,0,-8
Cc1cc(OCCN2CCCC2)ccc1C(C)C,0,7,-8,-2,0.5,-30*,-1.8%,3,10
Cc1cc(C(=O)OCC(=O)Nc2ccccc2Cl)c(C)o1,8,2,4,-3,0.1,-20,2.0%,2,-6
CC(=O)c1cccc(NC(=O)Cn2cnc(S(=O)(=O)N3CCOCC3)c2)c1,4,3,10,1,-0.7,-6,4.2%,2,6
COc1ccccc1NC(=O)Cn1c(SCC(=O)Nc2ccc(F)cc2)nc2ccccc21,-4,6,.,4,1.2,9,0.7%,1,-18
CCc1ccc(NC(=O)Cn2c(=O)nc(-c3ccccc3F)c3cc(Cl)ccc32)cc1,0,-2,.,0,-1.9,11,-1.4%,3,0
CCOc1ccc(-n2c(SCC(N)=O)nc3sc4c(c3c2=O)CCN(C)C4)cc1,9,18,-34,2,0.3,-1,3.5%,1,1
Cc1ccn2c(=O)nc(SCC(=O)N3N=C(c4cccs4)CC3c3ccc(F)cc3)nc2c1 (configuration not stated),1,15,-1,1,0.2,-8,1.8%,2,-8
COc1ccc(Nc2cc(C)nc3nc(C)nn23)c(OC)c1,-5,-4,-19,2,-4.0,5,3.0%,0,.
CCN1CCc2c(sc(NC(=O)C3COc4ccccc4O3)c2C(N)=O)C1 (configuration not stated),-23,11,-15,-3,1.1,4,0.5%,6,-14
Cc1c(C(=O)O)c(=S)sn1CCOc1ccccc1,0,0,-10,5,0.2,-6,-0.4%,1,-1
O=C(C1CCCO1)N1CCN(c2c3c(nc4cc(-c5ccc(F)cc5)nn24)CCC3)CC1 (configuration not stated),0,-5,4,1,-0.7,21,5.3%,1,8
CCOC(=O)c1ccc(NC(=O)C2CCCN(c3ncnc4onc(-c5ccc(F)cc5)c34)C2)cc1 (configuration not stated),-5,13,.,-3,1.1,-19,1.8%,1,-21
NC(=O)COC(=O)c1cc(=O)[nH]c2ccccc12,-4,-5,9,-1,0.2,11,0.3%,2,15
O=C(C1CCCN(Cc2cc(Br)ccc2O)C1)N1CCCCC1 (configuration not stated),-13,-2,-16,-1,0.1,-15,-1.6%,3,2
O=C(CSc1ncn[nH]1)NC1CC2CCC1C2 (configuration not stated),.,-3,.,4,.,3,-0.2%,2,-4
Cc1nnc(Sc2cc(C(=O)NCc3ccco3)c3ccccc3n2)s1,-7,-8,-4,-5,0.3,-11,-1.3%,1,0

# More compounds follow:
SMILES,D2 potentiator,TRHR enhancer,D2 antagonist,D1 potentiator,D2 ag,D1 antagonist,RXFP1 agonist,D1 agonist,RXFP1 antagonist
S=C1NCCNC(=S)NCCOCCOCCN1,1,15,-3,-3,0.2,-4,0.1%,1,-17
COC(=O)c1cc(C)sc1NC(=O)CCCC(=O)O,4,-3,-2,-3,-0.1,-4,1.9%,3,-9
C/C(=N\NC(=O)c1c(Cl)c(C)nn1C)c1cccc(NC(=O)c2cccc(F)c2)c1,-16,-6,49*,-1,0.1,-14,-1.0%,1,-2
CCOCCCNC(=O)C1CCN(Cc2cccc(OCc3ccccc3)c2)CC1,.,-7,1,-3,.,-31*,2.5%,-2,-10
COc1ccc(-c2cc(C(=O)NC(C)c3ccccc3)c3cc(C(C)C)ccc3n2)cc1 (configuration not stated),0,5,.,2,-0.3,-6,8.5%,-2,-8
O=[N+]([O-])c1ccc(S(=O)(=O)N2CCN(c3ccnc4cc(Cl)ccc34)CC2)cc1,2,-7,5,-8,-0.1,-6,0.8%,1,10
Cc1nn(Cc2ccccc2Cl)c(C)c1NC(=O)C1C2CCC(O2)C1C(=O)O (configuration not stated),10,-3,-6,0,1.7,13,1.3%,3,.
Cc1cc(C)c2c(c1)C1C=CCC1C(c1ccc(S(=O)(=O)N3CCOCC3)cc1)N2 (configuration not stated),19,-1,28,2,-0.3,-8,1.4%,0,-26
O=C(Nc1ccc(S(=O)(=O)N2CCCC2)cc1)c1c(F)cccc1F,-5,-4,16,0,-0.7,-6,3.5%,2,19
CCc1ccc(CNC(=O)c2ccc3c(c2)N=C(C)c2cc(C)ccc2S3)cc1,4,-3,.,-4,1.3,-11,-2.1%,6,.
CCCCNC(=O)C1(O)c2cc(Br)ccc2NC(=O)N1c1cccc(OC)c1 (configuration not stated),6,-2,4,5,-2.5,3,1.2%,2,6
O=[N+]([O-])c1ccc(-c2c(O)c3ccccc3c3nc4ccccc4nc23)cc1,6,-2,6,-2,1.1,-10,-0.7%,16,-11
